CCT modulator: High-Throughput Screening for Modulators of Cytosolic Chaperonin Activity | purified chaperonin ATPase assay, HTRF ADP detection, 30 min | activity change, % (no concentration beside the values), hits read low | 360,000 tested, 0.3% active; in the data active means activity change below about -30%; further: on the % scale 0 is the no-effect control and ±100 the full control effect
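First, chaperonin was dispensed at 40 nM or 20 nM final depending on batch activity. Next, compounds were pinned at 76 uM and ATP added at 10 uM. After 30 min at 37 °C, ADP detection reagents ran 30 min at ambient temperature.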
Nrf2 block: Nrf2 qHTS screen for inhibitors. A549 ARE-Fluc reporter, luciferase luminescence, 18-24 h. Potency, µM (top dose mostly 46 µM), without a hit: at the top dose activity change, negative = inhibition, hits mostly inhibitors. 360,000 tested, 2.1% active; further: potency means the concentration at half of the fitted maximal effect; on the % scale 0 is the no-effect control and ±100 the full control effect; nearly all actives have a fitted effect of over 60% in size
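Two sequential reads on A549 ARE_Fluc cells exposed to compound for 18-24 h: a CellTiter-Fluor fluorescence read for viability, then a luciferase luminescence read for Nrf2/ARE activity.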
HepG2 viability: qHTS for Inhibitors of TGF-b: Cytotox Counterscreen | Potency, µM (series often up to 46.1 µM), for inactives: at the highest dose activity change, negative = cytotoxicity, most hits filed as cytotoxic | HepG2 CAGA-GFP viability, ATP luminescence, 18 h | 410,000 tested, 0.76% active | AID 588856, 2011; further: potency means the concentration at half of the fitted maximal effect; some results filed as inactive show a strong effect at the top dose
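CellTiter-Glo luminescence gave cytotoxicity after 18 hours at 37 degrees C. The cells were HepG2 CAGA-GFP in 1% FBS DMEM, stimulated with 500 pg/mL TGF-beta after compound addition. %Activity was normalised to no-cell wells (complete cell-killing) and DMSO (no toxicity), and curves were fitted and classified.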
A549 viability: Nrf2 qHTS screen for inhibitors: counterscreen for cytotoxicity. A549 ARE-Fluc cells, CellTiter-Fluor viability, 18-24 h. Potency, µM (titrated, usually from 46 µM), for the others: top-dose activity change, negative = cytotoxicity, usual class: inhibitors. 390,000 tested, 0.16% active; further: potency means the concentration at half of the fitted maximal effect; on the % scale 0 is the no-effect control and ±100 the full control effect
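A549 ARE-Fluc cells in 5% FBS OPTI-MEM, 5000 cells/well, rested 2 h then exposed to compounds in concentration-response for 18-24 h at 37 °C. Viability by CellTiter-Fluor fluorescence (Ex 405/Em 525) after 30 min; luciferase luminescence (BugLite, 15 min, RT) read afterwards.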
Akt phos inh: HTS Assay for Inhibitors of Akt Phophorylation: Primary Screen; Neuro2A IGF-stimulated pAkt S473 HTRF, 20 min; active compounds read low; activity change, % for hits at 50 µM; 360,000 tested, 0.32% active; in the data active means activity change below about -80%; inconclusive means mostly about -51% to -80%; further: on the % scale 0 is the no-effect control and ±100 the full control effect
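Neuro2A cells (4,500/well, DMEM with 0.5% FBS) were treated with compound at a single 50 µM final concentration, stimulated with 6 nM IGF for 20 min at 37 °C, and lysed. Phospho-Akt Ser473 was read by HTRF as 665/615 ratio ×10^4.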
Nrf2 activator: qHTS of Nrf2 Activators; 410,000 tested, 0.31% active; AREc32 ARE-luciferase reporter (MCF7-derived line), luminescence, 24 h; AID 624171, 2012; Potency, µM (doses to about 46.1 µM), for inactives: top-dose activation, usual class: activators; further: potency means the concentration at half of the fitted maximal effect; % of control where 0% means no effect; nearly all actives have a fitted effect of over 65% in size
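ARE-driven firefly luciferase activity in AREc32 cells measured after a 24 hr compound exposure at 37 deg C, using Steady-Glo reagent and a 30 min room-temperature hold.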
TGFb SMAD3 inh: qHTS for Inhibitors of TGF-b; HepG2 CAGA-GFP TGF-b/SMAD3 reporter, GFP fluorescence, 18 h; TGF-beta stimulated, 500 pg/mL final; Potency, µM (series often up to 46.1 µM), without a hit: at the highest dose activity, negative = inhibition, usual class: inhibitors; 410,000 tested, 1.2% active; further: potency means the concentration at half of the fitted maximal effect; on the % scale 0 is the no-effect control and ±100 the full control effect; nearly all actives have a fitted effect of over 65% in size
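Inhibition of TGF-beta-driven CAGA-GFP reporter expression in HEPG2 cells is measured by cellular GFP fluorescence after 18 h stimulation with 500 pg/mL recombinant TGF-beta in 1% FBS medium at 37 degrees C.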
Abeta rescue: qHTS for compounds that reverse cellular toxicity of Amyloid beta (A-beta) peptide in yeast: Primary Screen; yeast expressing A-beta42, growth rescue, OD600, 48 h; response scale: 0% DMSO, 100% iron-clioquinol control; Potency, µM (series often up to 46.1 µM), for inactives: at the top dose growth rescue, usual class: activators; 410,000 tested, 0.063% active; AID 1347071, 2019; further: potency means the concentration at half of the fitted maximal effect; nearly all actives have a fitted effect of over 55% in size
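Yeast growth medium received pinned compounds, then yeast cells expressing toxic A-beta were added; plates incubated at 30 C for 48 hr. Growth read as absorbance at 600 nm, normalized to DMSO and equimolar FeCl3 plus clioquinol controls.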
MmCpn inh: Inhibitors of TCP-1 ring complex (TRiC) of Methanococcus maripaludis (MmCpn): qHTS; purified Mm-Cpn ATPase, ADP Transcreener TR-FRET; Potency, µM (highest dose often 76.9 µM), inactives show top-dose activity, negative = inhibition, hits mostly inhibitors; 330,000 tested, 0.031% active; AID 504842, 2011; further: potency means the concentration at half of the fitted maximal effect; on the % scale 0 is the no-effect control and ±100 the full control effect; nearly all actives have a fitted effect of over 80% in size
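Inhibition of chaperonin ATP hydrolysis is measured as reduced ADP production, detected by competitive TR-FRET in which signal falls with ADP. Final enzyme 25 nM and ATP 10 uM, reacted 30 min at 37°C.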
* marks the source's active call; other numbers are inactive results; i = inactive; ? = inconclusive; . = not tested or not shown; & = joins results of further samples; [ ] = dose if it differs, or a comment. Unless noted, the call rests on the fitted dose curve; in most records, active means well fitted curve in the direction sought with a large enough effect; inconclusive means small, poorly fitted or top-dose-only effect, or another doubt; inactive means no such curve, though single readings can be large; an effect the other way counts as inactive or inconclusive. An excerpt; rates above refer to the full screens.

Every second line gives: CCT modulator | Nrf2 block | HepG2 viability | A549 viability | Akt phos inh | Nrf2 activator | TGFb SMAD3 inh | Abeta rescue | MmCpn inh
CCN(CC)c1ccc(/C=C2\C(=O)NC(=O)N(CC3CCCO3)C2=O)cc1 (configuration not stated)
→ -0.7 | 7% | -17% | 11% | i | 2.6% | -13% | 2% | 1%
CN(C)C1(CNC(=O)c2ccc(Cl)c(S(=O)(=O)NCc3ccco3)c2)CCCCC1
→ -5.6 | 10% | -13% | 8% | i | 0.4% | 3% | 6% | 1%
COC1/C=C/C=C(\C)Cc2cc(O)c(Cl)c(c2)N(C)C(=O)CC(OC(=O)C(C)C)C2(C)OC2C(C)C2CC1(O)NC(=O)O2 (configuration not stated)
→ 1.1 | 8.2µM* | -5% | ? | i | -1.3% | ? | 4% | .
Cc1ccc(Cn2ccccc2=N)cc1
→ 1.1 | 1% | 1% | -1% | i | 0.4% | 1% | -6% | 1%
O=C(C1CC(c2ccc(F)cc2)=NO1)N1CCC2(CC1)OCCO2 (configuration not stated)
→ -1.5 | 8% | 1% | 1% | i | 0.2% | 18% | -1% | 0%
CC1(O)CCC2C3CCC4=CC(=O)CCC4=C3C=CC21C (configuration not stated)
→ -2.9 | ? | -15% | -3% | i | 0.3% | 19% | -4% | .
NC1=C(Br)C(=O)c2ccccc2C1=O
→ -6.8 | ? | 5.6µM* | ? | i | -2.7% | 5.6µM* | -84%[inhibitor] | -2%
COc1ccc(CN2CCN(c3ncnc4sc5c(c34)CCCC5)CC2)cc1F
→ . | 10µM* | -2% | -19% | . | 3.4% | . | 18% | .
N=C1c2ccccc2CN1CC(=O)c1ccccc1
→ 0.7 | ? | -20% | 6% | i | 11% | -3% | -6% | -2%
CCOP(=O)(OCC)C(NC(=O)C(Cl)Cl)C(Cl)(Cl)Cl (configuration not stated)
→ 0.7 | 8% | 8% | 3% | i | 8.7% | 0% | -7% | 0%
C=C1C(=O)OC2CC(C)C3C=CC(=O)C3(C)C(O)C12 (configuration not stated)
→ 1.8 | 5.8µM* | -118% | 10µM* | i | -2.8% | 3.2µM* | 0% | .
Cc1cccc(CN2C(=O)CN=C(c3ccccc3)c3cc(Cl)ccc32)c1
→ . | . | -41% | 1% | . | -1.1% | 16µM* | -12% | .
CCOC(=O)c1c(-n2c(C)cc(/C=C3/C(=O)NC(=O)N(CC)C3=O)c2C)sc2c1CCCC2
→ -6.0 | -12% | -17% | -2% | i | -0.5% | -25% | 2% | .
CC(N)[C@H](O)c1ccc(O)c(O)c1 (some centres not stated)
→ . | 16% | 3% | -1% | . | . | -24% | . | .
C=COCCn1c(C)c(C(=O)OCC)c2cc(O)ccc21
→ 0.4 | 0% | 8% | -1% | i | 0.1% | ? | -9% | 0%
Cc1cc(C)c2c(c1)-c1cc(C)nn1C(c1cccnc1)N2 (configuration not stated)
→ 0.0 | -9% | -4% | 1% | i | 7.9% | 0% | 10% | 3%
O=c1c2ccccc2nc(-c2ccco2)n1-c1ccccc1
→ -2.7 | 0% | -29% | -8% | i | 0.1% | 2% | -9% | -4%
Brc1ccc(C2N3CCCN23)cc1 (configuration not stated)
→ 0.5 | 11% | 1% | -1% | i | 0.3% | 0% | 8% | -2%
O=C(Cn1c(NCCCl)nc2ccccc21)c1ccc(Br)cc1
→ -1.4 | -10% | -43% | 0% | i | 0.0% | -29% | -6% | .
CCCCn1c(O)c(C(C)=NCCCN(C)C)c(=O)[nH]c1=O
→ -9.1 | 8% | 1% | -3% | i | 0.3% | 29% | 5% | -1%

Sorted by length of the SMILES (rising): part of the list above.
Every second line gives: CCT modulator | Nrf2 block | HepG2 viability | A549 viability | Akt phos inh | Nrf2 activator | TGFb SMAD3 inh | Abeta rescue | MmCpn inh
C=C1C(=O)OC2CC(C)C3C=CC(=O)C3(C)C(O)C12 (configuration not stated)
→ 1.8 | 5.8µM* | -118% | 10µM* | i | -2.8% | 3.2µM* | 0% | .
COc1ccc(CN2CCN(c3ncnc4sc5c(c34)CCCC5)CC2)cc1F
→ . | 10µM* | -2% | -19% | . | 3.4% | . | 18% | .
COC1/C=C/C=C(\C)Cc2cc(O)c(Cl)c(c2)N(C)C(=O)CC(OC(=O)C(C)C)C2(C)OC2C(C)C2CC1(O)NC(=O)O2 (configuration not stated)
→ 1.1 | 8.2µM* | -5% | ? | i | -1.3% | ? | 4% | .

Continuation.
Every second line gives: CCT modulator | Nrf2 block | HepG2 viability | A549 viability | Akt phos inh | Nrf2 activator | TGFb SMAD3 inh | Abeta rescue | MmCpn inh
CCOC(=O)c1ccc(N=C(CC)c2c(O)n(C)c(=O)n(C)c2=O)cc1
→ -1.9 | -11% | 4% | 0% | i | 0.7% | 1% | 0% | 1%
O=c1[nH]c(=O)n(CC2CCCO2)c(O)c1/C=C1\C=Nc2ccccc21 (configuration not stated)
→ -4.7&-0.3 | 3%&13% | 0%&-11% | 0%&-1% | i | 5.6%&4.0% | 14%&-1% | 0%&20% | 2%&-2%
CCN(CC)C(=O)c1ccc(NC(=O)CCn2nc(-c3ccc(C)cc3)c3ccccc3c2=O)cc1
→ . | 18µM* | -22% | -22% | . | 0.6% | 0% | -4% | .
CCOP(=O)(Cc1cc(C#N)oc1C)OCC
→ 1.0 | 12% | -2% | 1% | i | -0.1% | 5% | 17% | 1%
C#C[C@@]1(O)CCC2C3CCC4=C/C(=N/OCC(=O)NC(C(=O)O)C(C)O)CC[C@]4(C)C3CC[C@@]21C (some centres not stated)
→ -3.6 | -7% | 8% | 0% | i | -0.1% | 11% | 3% | -2%
COC(=O)C1=C(c2ccc3ccccc3c2)C[C@@H]2CC[C@H]1N2C(=O)NC1Cc2ccccc2C1
→ -0.4 | -21% | -3% | -13% | i | -0.3% | ? | -13% | -1%
CCN1/C(=C/C=C/C2=[N+](CC)c3ccccc3C2(C)C)C(C)(C)c2ccccc21
→ 0.4 | . | -79% | . | i | -6.1% | ? | -81%[inhibitor] | .
CCC(CC)N1CCN(Cc2nc3ccccc3c(=O)n2-c2ccc(F)cc2)CC1
→ -1.1 | -1% | 4% | -5% | i | -1.0% | 10% | 16% | -1%
C[N+]1(C)CCc2cc3c(cc2[C@H]1[C@@H]1OC(=O)c2c1ccc1c2OCO1)OCO3
→ 0.5&-0.9 | 7%&8% | 3%&-2% | -1%&0% | i | -0.2%&-0.9% | -1%&18% | -5%&-9% | -1%&1%
O=S(=O)(F)c1ccc2nc(-c3cccc(Sc4ccccc4)c3)cc(Cl)c2c1
→ 0.8 | 11% | 9% | 3% | i | 0.4% | 3% | -3% | 2%
COc1cc(C(C)=O)ccc1OC(=O)N(C)c1ccccc1
→ 0.4 | 3% | -33% | 6% | i | 0.5% | -33% | -5% | -1%
CCCC1CCCCC12C(=O)NC(=O)NC2=O (configuration not stated)
→ 0.1 | -2% | 16% | 1% | i | 0.1% | -11% | 0% | .
CNC(=O)Nc1ccc(C(=O)N/N=C\C23CC[C@@H](O)CC2(O)CC[C@@H]2[C@@H]3CCC3(C)C(C4=CC(=O)OC4)CCC23O)cc1 (some centres not stated)
→ -0.6 | ? | -30% | -16% | i | -1.0% | -3% | 19% | -2%
NC1=Nc2ccccc2Oc2ccccc21
→ -1.9 | ? | -2% | -9%[1.84 µM] | i | 0.1% | -7% | 11% | 2%
CCCCCCC(Cl)(Cn1ccnc1)c1ccccc1 (configuration not stated)
→ -35* | -6% | -15% | 0% | i | -0.1% | -21% | -15% | .
COc1ccc(-c2cc(=NCC(=O)O)c3ccccc3o2)cc1
→ -0.1 | ? | -17% | -6% | i | 29% | -18% | -5% | -7%
CCOP(=O)(/C=C(\Cl)c1ccccc1)C(O)c1ccc(F)cc1 (configuration not stated)
→ 1.5 | -4% | 15% | 0% | i | 6.9% | 7% | -12% | -3%
CCN(CC)c1ccc(CN(C)CCc2ccc(OC)c(OC)c2)cc1
→ 0.4 | 9% | -40% | -3% | i | -0.7% | -19% | 4% | 1%
O=C1CCN(C(=O)CNC(=O)Cc2ccccc2)CC1
→ 2.7 | 8% | 10% | 4% | i | -0.4% | 2% | 2% | -12%
NCCc1ccc(O)c(O)c1
→ -1.5 | -10% | -65%&2% | -1% | i | -0.1% | -3%&23% | -26% | -1%[15.4 µM]

Following part:
Every second line gives: CCT modulator | Nrf2 block | HepG2 viability | A549 viability | Akt phos inh | Nrf2 activator | TGFb SMAD3 inh | Abeta rescue | MmCpn inh
Cc1ccc(S(=O)(=O)N2CCCCC2)cc1NC(=O)CSc1ncnc2ccccc12
→ -2.4 | ? | 17% | -21% | i | 5.6% | ? | 0% | -9%
O=C(Cn1cnc2sc3c(c2c1=O)CCCC3)NCCC(=O)N1CCC2(CC1)OCCO2
→ -1.1 | -13% | -14% | 2% | i | -0.6% | 21% | 7% | 1%
CCC(=O)N1CC(=O)Nc2ccc(C)cc2C1c1ccc(F)cc1 (configuration not stated)
→ . | 2%[9.27 µM] | 1% | 0% | . | 0.0% | 19% | -11% | .
COC(=O)C(O)(c1ccc(NC(=O)c2ccccc2)cc1)C(F)(F)F (configuration not stated)
→ -1.0 | ? | 1% | 1% | i | 3.9% | -15% | 5% | -1%
Cc1ccc(N2C(=O)NC(=O)/C(=C\c3cc(C)n(-c4ccc(C(=O)O)cc4)c3C)C2=O)cc1
→ 2.2 | 21% | 1% | -2% | i | 0.1% | 0% | 2% | 1%
O=C(NN=Cc1ccc(N(CCCl)CCCl)cc1)c1cc(=O)[nH]c(=O)[nH]1
→ -3.5 | 4% | 8% | -6% | i | 4.7% | 11% | 4% | .
